PP5 inh: inhibitors of human protein phosphatase 5 (PP5); P53041; purified PP5c, OMFP substrate fluorescence; inhibition, % at 6.7 µM; actives 0.18% (n = 320,000); AID 1987;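 active = inhibition above the campaign's mean inhibition across all tested compounds plus 3 SD, cut at about 9.5% in these data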;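 note: 0% = DMSO only and 100% = 100 µM cantharidin control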
Target sequence (P53041 whole entry, looked up): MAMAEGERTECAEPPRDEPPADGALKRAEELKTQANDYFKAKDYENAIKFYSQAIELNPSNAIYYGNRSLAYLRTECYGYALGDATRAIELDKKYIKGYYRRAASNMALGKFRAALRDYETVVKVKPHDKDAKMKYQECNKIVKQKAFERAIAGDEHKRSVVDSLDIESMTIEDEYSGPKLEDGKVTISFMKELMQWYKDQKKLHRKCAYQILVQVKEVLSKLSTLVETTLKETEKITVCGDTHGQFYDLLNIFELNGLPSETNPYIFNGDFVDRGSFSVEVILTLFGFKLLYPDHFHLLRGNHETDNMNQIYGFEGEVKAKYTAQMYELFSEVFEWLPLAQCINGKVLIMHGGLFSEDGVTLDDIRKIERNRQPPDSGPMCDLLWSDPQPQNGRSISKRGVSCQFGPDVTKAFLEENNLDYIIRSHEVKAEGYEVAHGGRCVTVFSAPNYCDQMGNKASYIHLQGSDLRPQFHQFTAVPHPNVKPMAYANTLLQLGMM
CR mimetic SO: caloric restriction mimetics inhibiting age-related superoxide in yeast | S. cerevisiae aged cells, superoxide DHE fluorescence; hits give low values | superoxide response (% of plate mean), % at 10 µM | actives 0.18% (n = 330,000);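 active = superoxide response under a set limit, about three screen SD below normal, cut at about 65% in these data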;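 note: yeast aged for seven days with compound at 30 °C before DHE staining; 100% = average MFI of all compound-treated wells on the plate with controls excluded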
PP1 inh: blocks human PP1-alpha phosphatase, a PP5 counter-screen; P62136; purified PP1alpha, OMFP fluorescence; inhibition, % at 6.7 µM; actives 0.9% (n = 320,000);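 active = inhibition above the mean inhibition of all tested compounds plus 3 SD, computed separately for each screening campaign, cut at about 15% in these data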
Target sequence (P62136 whole entry, looked up): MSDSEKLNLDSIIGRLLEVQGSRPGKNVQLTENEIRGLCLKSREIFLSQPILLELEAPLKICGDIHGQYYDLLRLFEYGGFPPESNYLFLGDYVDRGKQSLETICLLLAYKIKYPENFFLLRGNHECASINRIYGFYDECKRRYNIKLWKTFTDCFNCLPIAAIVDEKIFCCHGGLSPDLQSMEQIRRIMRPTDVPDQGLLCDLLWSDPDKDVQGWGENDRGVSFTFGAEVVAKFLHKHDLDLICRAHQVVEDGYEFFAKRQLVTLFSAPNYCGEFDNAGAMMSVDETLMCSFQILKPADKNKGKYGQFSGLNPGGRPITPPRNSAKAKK
GASC-1 inh: human JMJD2C demethylase inhibition; Q9H3R0; GST-JMJD2C(1-420) H3K9me3 demethylation, DELFIA europium; inhibition, % at 2.35 µM; actives 0.069% (n = 330,000); AID 2099;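 active = more than half of a compound's replicate wells show inhibition beyond 50%, single wells judged on their own value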;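 note: signal counts dimethyl H3K9 product captured on neutravidin plate; 0% = median of DMSO wells and 100% = 0.3 times that DMSO median; strong numbers were not always called active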
core dimer inh: HCV core protein dimerization inhibition; actives 0.33% (n = 300,000); TR-FRET GST/Flag-core106 dimerization, 1536-well; inhibition, % at 5 µM;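 active = inhibition above the mean of all tested compounds plus 3 SD, set per screening campaign, cut at about 45% in these data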
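test system = GST/Flag-tagged HCV core106 proteins | probe or stimulus = Eu donor and XL665 acceptor anti-tag antibodies | times = compound-protein-antibody incubation 4 h at 22.5 °C | signal = TR-FRET, excitation 340 nm, emission 617 and 671 nm | measure = percent inhibition of core106 dimerization signal | controls = wells lacking GST-core106 and wells with excess unlabelled core106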
ZTA counter: ZTA (EBV) inhibition in EBNA-1 counter-screen; ZTA-DNA binding, fluorescence polarization; AID 2234; inhibition, % at 11 µM; actives 0.15% (n = 320,000); P03206; in the data active = inhibition above about 33%
Target sequence (P03206 whole entry, looked up): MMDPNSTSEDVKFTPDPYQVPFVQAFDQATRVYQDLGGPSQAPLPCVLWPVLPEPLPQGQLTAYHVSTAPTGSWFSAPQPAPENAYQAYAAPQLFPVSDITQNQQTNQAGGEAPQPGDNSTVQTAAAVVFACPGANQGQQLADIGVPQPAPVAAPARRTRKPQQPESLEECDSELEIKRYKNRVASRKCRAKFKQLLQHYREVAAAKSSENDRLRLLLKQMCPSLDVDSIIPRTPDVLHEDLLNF
Fh CTSL1 inh: blocks F. hepatica cathepsin L1 in PFM18AAP counter-screen. recombinant F. hepatica cathepsin L1, Z-Leu-Arg-MCA fluorescence. inhibition, % at 5.96 µM. actives 0.49% (n = 300,000);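 active = inhibition above the mean of all tested compounds plus 3 SD, set per screening campaign, cut at about 17% in these data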;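 note: 0% = plate median of test compound wells and 100% = 1 µM Z-Phe-Ala-diazomethylketone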
TPT1 inh: blocks Candida albicans tRNA 2'-phosphotransferase | recombinant caTPT1, FP RNA substrate dephosphorylation | inhibition, % at 5 µM | actives 0.81% (n = 300,000) | AID 1962;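 active = inhibition above the mean of all tested compounds plus 3 SD, set per screening campaign, cut at about 24% in these data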;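 note: plate controls were DMSO alone for no effect and ferristatin control at 100 nM for full effect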
EBNA-1 inh: blocks EBNA-1 binding to DNA. EBNA-1 DNA binding, fluorescence polarization. inhibition, % at 14.8 µM. actives 0.34% (n = 300,000); in the data active = inhibition above about 28%
An asterisk follows results filed as active; / = not tested or not shown; & = joins results of further samples. This is a random part of the collection; any-hit rate near 3.1%.

SMILES	PP5 inh	CR mimetic SO	PP1 inh	GASC-1 inh	core dimer inh	ZTA counter	Fh CTSL1 inh	TPT1 inh	EBNA-1 inh
Cc1nc2ccc(S(=O)(=O)NC(CC(C)C)C(=O)O)cc2s1 (stereo not drawn)	1.0	96	1	6	2	1	-5	2	-1
CCOc1ccc(NC(=O)CSCc2cnn(-c3ccccc3)c2-n2cccc2)cc1	3.4	95	1	7	-4	7	-3	2	0
O=C1CNC(=S)N1CCCc1ccccc1	1.1	95	0	0	-4	-7	-2	0	-9
O=C1NC(=O)/C(=C\c2ccc(Br)o2)S1	0.3	99	3	-3	-6	18	7	-3	-6
O=C(N/N=C/c1c(Cl)cccc1Cl)c1cccc(F)c1	4.0	95	-2	33	0	-16	-1	0	12
CC(=O)N(/N=C/c1cccc(C)c1)c1nc(-c2ccc(Br)cc2)cs1	-6.9	91	5	-1	0	9	10	-1	-11
CCS(=O)(=O)n1c(Cc2cccs2)nc2ccccc21	-1.2	104	-5	7	-1	-2	6	2	-3
Cc1ccccc1C1=N/C(=C/c2cccnc2)C(=O)O1	0.0	92	1	-10	1	-2	0	0	2
Cc1ccc(C(=O)NNC(=O)CSc2nnc3c(n2)[nH]c2ccc(F)cc23)cc1	0.5	80	-2	2	0	-6	6	-1	-1
Cc1ccc(Cn2c(-n3nc(C)cc3C)nc3c2c(=O)[nH]c(=O)n3C)cc1	2.6	107	3	-23	-3	-31	-3	-1	9
Fc1ccccc1OCCSc1nc2ccccc2o1	3.5	100	-1	13	5	-3	3	2	2
O=c1cc(-c2ccccc2)nc2nc(COc3ccccc3)[nH]n12	0.5	95	1	-5	-1	6	3	-2	-6
CCc1ccc(Nc2cnn(-c3nc4ccccc4s3)c(=O)c2Cl)cc1	-1.4	97	6	2	8	8	1	2	5
COc1ccc(C(=O)CCC(=O)O)cc1	1.0	98	-4	4	0	-3	-5	0	4
C[C@]12CC[C@@H]3c4ccc(OC(=O)c5ccccc5)cc4CC[C@H]3[C@@H]1CC[C@@H]2O	0.9	111	-2	-8	15	-10	-3	-1	-1
O=C(NC(=S)Nc1cccc2cc(O)ccc12)c1ccco1	2.0	114	-2	-7	-4	-14	0	0	-1
COc1ccccc1/C=C(/C(=O)NCCCn1ccnc1)c1ccccc1	0.6	106	3	-38	5	8	-1	0	10
O=C(NC(=S)Nc1ccccc1Br)c1ccc2c(c1)OCO2	2.1	100	2	-5	9	8	2	0	12
O=C(O)CCC1=C2c3ccccc3CCN2C(=O)CC1	4.4	102	3	-337	-2	-30	0	-3	-1
CSCCC(NS(=O)(=O)c1cccc(C(F)(F)F)c1)C(=O)N(C)CCOc1ccc(Cl)cc1 (stereo not drawn)	6.1	110	8	-1	-2	-11	4	5	-12
C/C(=N/NC(=O)c1cc(-c2ccc(Br)s2)[nH]n1)c1ccco1	3.1	104	0	5	1	0	1	-3	-10
Cc1ccc2nc(NC(=O)CSCc3ccccc3)sc2c1	0.6	106	4	-2	5	9	-3	-1	13
COc1cc(OC)cc(C(=O)NCC(=O)Nc2ccc(-c3ccccc3)cc2)c1	5.7	86	0	-1	8	-6	1	0	-8
NS(=O)(=O)c1ccc(N/N=C/c2cn(-c3ccccc3)nc2-c2cccs2)c([N+](=O)[O-])c1	0.9	88	26*	7	8	4	4	4	12
COc1cccc(OC)c1CNC(=O)CCSCc1ccccc1F	2.9	106	-4	-2	-3	-9	5	2	-1
CN(C)Cc1ccccc1COc1ccccc1	2.8	107	-2	-2	-10	-10	-7	-1	-5
CC(NC(=O)CN1C(=O)c2ccccc2C1=O)c1ccccc1 (stereo not drawn)	2.5	97	0	3	-3	-13	-2	-1	1
CN1CCN(NC(=S)NC2CCCC2)CC1	2.8	131	-5	5	-7	-14	-1	-2	5
Cc1nnc(Sc2cc(C(=O)NCCCOC(C)C)c3ccccc3n2)s1	2.1	103	-12	-11	1	-6	-2	2	1
COc1ccc(C(CNC(=O)c2c(C)nn(Cc3ccccc3)c2Cl)N2CCOCC2)cc1 (stereo not drawn)	-1.4	106	-6	4	/	-10	/	/	/
COc1ccc(CNC2CCCC2)c(OC)c1OC	-4.0	107	-5	8	-4	0	9	-1	-10
CN(C)C(CNC(=O)c1ccc(NS(=O)(=O)c2ccc3[nH]c(=O)[nH]c3c2)cc1)c1ccccc1 (stereo not drawn)	1.2	102	-1	-16	-2	12	1	3	4
CC1=CC(C)(C)N2C(=O)C3(C(C#N)=C(N)Oc4cc(O)ccc43)c3c(C)c(C)cc1c32 (stereo not drawn)	7.8	92	8	1	5	13	-1	1	9
CC(C)[C@H](NC(=O)Nc1ccccc1F)C(=O)O	0.8	117	1	7	0	-6	5	-3	-5
CCNC(=O)CC1C(=O)N(c2ccc(F)cc2)C(=O)N1Cc1cccs1 (stereo not drawn)	-2.4	100	13	-10	-5	-31	-2	-1	12
COC(=O)Cc1ccc(OC(=O)CCS(=O)(=O)c2ccc(Cl)cc2)cc1	-2.2	106	-5	3	0	1	-39	0	-10

Full records as entered above.
`CC(NC(=O)CN1C(=O)c2ccccc2C1=O)c1ccccc1` (stereo not drawn) across the screens: PP5 inh: 2.5; CR mimetic SO: 97; PP1 inh: 0; GASC-1 inh: 3; core dimer inh: -3; ZTA counter: -13; Fh CTSL1 inh: -2; TPT1 inh: -1; EBNA-1 inh: 1
`Cc1nnc(Sc2cc(C(=O)NCCCOC(C)C)c3ccccc3n2)s1` across the screens: PP5 inh: 2.1; CR mimetic SO: 103; PP1 inh: -12; GASC-1 inh: -11; core dimer inh: 1; ZTA counter: -6; Fh CTSL1 inh: -2; TPT1 inh: 2; EBNA-1 inh: 1
`CN1CCN(NC(=S)NC2CCCC2)CC1` across the screens: PP5 inh: 2.8; CR mimetic SO: 131; PP1 inh: -5; GASC-1 inh: 5; core dimer inh: -7; ZTA counter: -14; Fh CTSL1 inh: -1; TPT1 inh: -2; EBNA-1 inh: 5

Further structures:
SMILES	PP5 inh	CR mimetic SO	PP1 inh	GASC-1 inh	core dimer inh	ZTA counter	Fh CTSL1 inh	TPT1 inh	EBNA-1 inh
CCCNCc1cc(OC)c(OCc2ccccc2)cc1Br	0.9	96	-3	-2	0	12	3	0	2
Cc1ccc(NC(=O)CSCC(=O)N2CCCc3ccccc32)cc1	-0.1	107	-3	-6	3	6	0	-6	0
CCC(C)Sc1cccc(-c2nc3ccc(Cl)cn3c2NCc2ccccc2)c1 (stereo not drawn)	5.3	97	19*	1	-4	-10	-3	3	5
COc1ccccc1Nc1nc(N)nc(CN2CCCCC2)n1	0.3	106	2	4	11	9	-2	-2	6
CSc1nnc(-c2ccc(S(=O)(=O)N3CCCC3)cc2)n1C	-2.3	112	-5	3	4	5	-2	3	6
Cc1cc(C(=O)N2CCN(c3ccc([N+](=O)[O-])cc3)CC2)no1	1.5	75	0	7	-1	-1	-1	0	11
COCCC1CCCCN1C(=O)c1cc(COc2ccc(C)nc2)on1 (stereo not drawn)	0.4	104	-3	27	-19	0	0	-1	2
CCCSc1nc2cc(S(=O)(=O)N3CCOCC3)ccc2n1CC	0.8	96	-1	1	-1	-6	5	-2	4
COc1nc(N2CCCCCC2)nc(N2CCCCCC2)n1	1.6	97	-2	5	2	-3	4	0	8
O=C(CNC(=O)c1ccc(Br)o1)Nc1ncccc1O	-1.6	104	-5	-7	-1	-3	5	0	-19
CCOc1ccc(NC(=O)CN2CC(c3ccccc3)CC2=O)cc1 (stereo not drawn)	3.1	107	-2	-6	-4	8	5	2	10
COc1ccccc1NC(=O)c1sc(Cl)nc1C	-0.3	110	-5	-16	3	-5	-2	-1	6
O=C(NC1CCCCC1)N(CCO)Cc1cc2cc3c(cc2[nH]c1=O)OCCO3	1.2	106	-2	8	1	7	2	0	-1
Cc1ccccc1OCc1nc(-c2ccc(NC(=O)c3cccs3)cc2)no1	2.6	92	-2	-3	1	-16	2	-2	-1
CC(=O)Nc1ccc(/C(C)=N/NC(=O)C2CC2c2ccccc2)cc1 (stereo not drawn)	2.6	102	3	-4	-2	6	3	5	3
Cc1cc(C)c(C#N)c(SCc2ccc3c(c2)OCO3)n1	2.7	89	-3	-1	1	-21	0	-1	2
N#Cc1ccccc1NC(=O)Nc1ccc(Cl)cc1	5.2	109	-2	-1	-7	1	3	-8	-17
CCCCCNC(=O)C1CC=CCC1C(=O)O (stereo not drawn)	0.2	108	2	-26	2	-4	2	4	5
CN1CCN(S(=O)(=O)c2cccc(C(=O)O)c2)CC1	0.5	89	-2	11	-6	-21	-2	-2	-7
COc1ccc(S(=O)(=O)N2CCCCCC2)cc1C(=O)N(C)Cc1c(F)cccc1Cl	-1.0	75	1	16	/	-2	/	/	/
C[C@@]12CCC=C[C@H]1[C@H](c1ccc(/C=C/c3ccccc3)cc1F)N(Cc1ccccc1)C2=O	2.7	109	11	14	7	-10	0	-1	-15
COc1ccc(-c2ccc(SCC(=O)Nc3cc(C)on3)nn2)cc1OC	4.0	97	1	-2	-2	-7	-5	4	7
C=CCNC(=O)N[C@@H](Cc1ccccc1)C(=O)OC	1.4	104	-4	2	3	3	-1	-3	-4
COc1ccc(C2c3c(oc4ccccc4c3=O)C(=O)N2c2ccc(C)cn2)cc1OC (stereo not drawn)	2.0	97	-2	-10&5	8	-4	3	-3	-2
CCOc1ccccc1Oc1nc(-c2ccccc2O)nc2ccccc12	1.4	104	1	-8	-4	-5	3	1	8
Cc1ccc(S(=O)(=O)NCC(=O)N(CC2CCCO2)C(C(=O)NCC2CCCO2)C(C)C)cc1 (stereo not drawn)	1.9	83	-3	8	-2	-3	-3	-2	0
O=C1OC(N2C(=O)CC[C@H]2C(=O)Nc2ccc(F)c(F)c2)c2ccccc21 (stereo partly drawn)	-0.8	86	-2	-8	-3	5	1	-3	0
Cc1cc(C)c(S(=O)(=O)N2CCOC2CNC(=O)C(=O)NCCc2ccc(S(N)(=O)=O)cc2)c(C)c1 (stereo not drawn)	-0.8	96	4	1	50*	-9	-3	1	-8
Cc1ccc(C)c(Cn2nnc3c(=O)[nH]c(C(=O)NCC4CCCO4)nc32)c1 (stereo not drawn)	-0.2	103	5	27	3	-2	-2	0	12
CC(C)c1cccc(-c2ccc3c(c2)S(=O)(=O)c2cccc(C(=O)O)c2C3=O)c1	1.9	110	3	6	/	-3	/	/	/
O=Cc1sc([O-])nc1-[n+]1ccc2ccccc2c1	-1.1	98	-1	5	5	14	-1	-7	-7
O=C(Cn1c(=S)nc2ccccn21)N1CCc2ccccc2C1	-2.3	91	-4	11	0	3	-1	-2	6
CC(=O)N1CCc2c(sc(NC(=O)CCS(=O)(=O)c3ccc(C)cc3)c2C(N)=O)C1	-2.0	88	-8	-2	5	15	-1	-3	5
O=C(CCc1ccccc1)Nc1ccc(S(=O)(=O)Nc2nccs2)cc1	1.9	89	-1	17	5	10	-1	3	-5
CC1CCCC(C)N1C(=O)c1cc2ncc(CCCl)cn2n1 (stereo not drawn)	-5.8	106	-1	7	-2	0	3	2	1
COc1ccc(CNC(=O)c2ccc(CS(=O)(=O)Cc3ccccc3F)o2)cc1	-0.3	92	1	-1	2	-4	-5	-3	-2
O=C(O)CCC(=O)Nc1ccccc1C(=O)NCc1ccco1	1.4	108	-3	-6	3	6	0	1	8
CC(=O)N1c2ccc(S(=O)(=O)N3CCCC(C(=O)NCc4ccccc4)C3)cc2CC1C (stereo not drawn)	-3.8	120	-6	-7	1	-23	-5	0	-11
CC12CCC(c3c(CO)nn(-c4ccccc4)c31)C2(C)C (stereo not drawn)	0.7	101	1	-2	-2	-11	1	-7	-2
CC(NC(=O)COC(=O)c1ccc2c(c1)OCO2)c1ccccc1 (stereo not drawn)	0.1	95	-1	4	-5	3	0	0	3
S=C(Nc1ccccc1Cl)N1CCC(c2ccccc2)C1 (stereo not drawn)	3.4	86	-5	-3	-5	-5	-4	-2	-2

Screening results deposited in PubChem by several laboratories.
